High-throughput results as filed in PubChem BioAssay.
12-LOX inh = ALOX12 (human) lipoxygenase inhibition; P18054; purified 12hLO, xylenol orange hydroperoxide absorbance; Potency, µM (top dose mostly 108 µM), for inactives: at the top dose activity change, negative = inhibition, usual class: inhibitors; 580,000 tested, 1.1% active; AID 1671190; active = well fitted inhibition curve with a large enough effect; inconclusive = small, poorly fitted or top-dose-only effect, or another doubt; inactive = no such curve, though single readings can be large or run the other way
Target sequence (P18054 whole entry, looked up): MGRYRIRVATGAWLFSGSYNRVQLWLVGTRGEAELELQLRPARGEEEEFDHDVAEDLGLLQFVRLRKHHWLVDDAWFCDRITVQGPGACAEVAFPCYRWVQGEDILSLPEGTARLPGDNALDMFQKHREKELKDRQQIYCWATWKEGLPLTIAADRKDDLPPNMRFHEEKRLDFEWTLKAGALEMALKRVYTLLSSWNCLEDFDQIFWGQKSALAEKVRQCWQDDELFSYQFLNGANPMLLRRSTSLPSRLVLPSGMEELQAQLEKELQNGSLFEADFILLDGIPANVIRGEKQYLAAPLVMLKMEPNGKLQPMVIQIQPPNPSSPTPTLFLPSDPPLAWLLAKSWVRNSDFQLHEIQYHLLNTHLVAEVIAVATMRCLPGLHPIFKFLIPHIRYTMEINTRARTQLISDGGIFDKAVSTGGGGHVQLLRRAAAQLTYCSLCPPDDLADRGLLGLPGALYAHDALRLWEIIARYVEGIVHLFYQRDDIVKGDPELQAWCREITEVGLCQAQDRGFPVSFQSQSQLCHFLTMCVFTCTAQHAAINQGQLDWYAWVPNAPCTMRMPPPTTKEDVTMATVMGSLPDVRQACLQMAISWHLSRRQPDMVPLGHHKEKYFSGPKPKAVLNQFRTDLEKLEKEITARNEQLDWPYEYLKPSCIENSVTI
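Purified human 12hLO at 150 nM in 25 mM Hepes, 0.01% Triton X-100, pH 7.0, preincubated 15 min at room temperature with compound. Reaction started with 40 uM arachidonic acid, 30 min at room temperature. Hydroperoxide measured by Fe-xylenol orange, 573/405 nm absorbance ratio.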
* marks the source's active call; other numbers are inactive results; u = inconclusive; [ ] = dose if it differs, or a comment. % is scaled to controls: 0 for no effect and ±100 for the full control effect; potency is read from the fitted curve at half-maximal effect. These rows are one share of the data (hit frequency here may not be typical).

Molecule | 12-LOX inh
Clc1ccc(CNCCN2CCCC2)cc1 | u
CCCc1nc(CC)c2c(=O)[nH]ccn12 | 5.0%
O=C(c1ccco1)N1CC(c2nnc(-c3ccncc3)o2)C2(CCOCC2)C1 (stereo not given) | 22.1%
COc1ccccc1Oc1c(C)oc2cc(O)ccc2c1=O | u
CC(C)CCN1CCN(C(=O)c2cccc(C#N)c2)CC1 | 12.7%
COc1ncccc1-c1cc2c(ccn2CC2CCN([S+](C)(=O)[O-])CC2)c(N2CCOCC2)n1 | -12.5%
CCc1nnc([C@@H]2CC(F)(F)CN2C(=O)c2coc(C)n2)o1 | 9.8%
CN1CCCCCCN(C(=O)c2cccs2)[C@H]2CCC[C@H]2C1=O | 30.2%[activator]
O=C(Nc1ccc(F)c(F)c1F)c1ccc(-c2ccccc2)cc1 | u
COC(=O)c1cc(-c2ccc(OC)cc2)nc2ccc(C)cc12 | 1.7%
CC(=O)N1CC2(CCCCN2Cc2ccc(Cl)cc2)Cc2ccccc21 (stereo not given) | 3.9%[6.33 µM]
CCn1c(SCC(=O)Nc2cc(C)c(Cl)cc2OC)nnc1-c1ccccc1 | 1.0%

Some of these compounds in order of number of heavy atoms, lowest first.
Molecule | 12-LOX inh
CN1CCCCCCN(C(=O)c2cccs2)[C@H]2CCC[C@H]2C1=O | 30.2%[activator]
O=C(Nc1ccc(F)c(F)c1F)c1ccc(-c2ccccc2)cc1 | u
COc1ncccc1-c1cc2c(ccn2CC2CCN([S+](C)(=O)[O-])CC2)c(N2CCOCC2)n1 | -12.5%

Next section.
Molecule | 12-LOX inh
COCCNC(=O)C1(CCO)CCN(Cc2ccccc2)C1 (stereo not given) | 53.7%[activator]
Cc1cccc(N2CCN(C(=O)c3ccc4c(c3)N(C)C3CCCCN3C4=O)CC2)c1 (stereo not given) | -5.4%
CCc1cccc(NC(=O)c2cc3n(n2)CC(c2ccc(Cl)cc2)OC3)c1 (stereo not given) | 12.8%
c1ccc(Nc2ncncc2-c2ccc3c(c2)OCO3)cc1 | u
COc1ccc(CN2CCCCC23Cc2ccccc2CNC3=O)cc1 (stereo not given) | 16.5%[6.33 µM]
OC(c1cccc(C(F)(F)F)c1)c1nc(Nc2ccccc2)n[nH]1 (stereo not given) | 69.1%[activator][176 µM]
Cc1cc(C(=O)NC(c2ccc3c(c2)OCCCO3)C(C)C)c(C)s1 (stereo not given) | -3.3%
Cc1ccc(C(=O)NCCc2cccnc2)cc1 | 16.5%
CN1CC(=O)N(C2CCNC2)Cc2c1ncnc2N1CCC(N)CC1 (stereo not given) | u
O=C(NCC1CCCO1)c1cc(-c2ccccc2F)cc2c1OCCN2Cc1cccnc1 (stereo not given) | -0.4%
Cc1ccc(N=C2C=CC(C)(C(Cl)(Cl)Cl)C=C2)cc1 (stereo not given) | 8.7%
Cn1c(CCC(=O)N2CCOCC2)nc2cc(S(=O)(=O)N3CCCC3)ccc21 | 32.6%

(list continues)
Molecule | 12-LOX inh
CC1=NOC2(CCCN(C(=O)c3ccccn3)C2)C1 (stereo not given) | 1.6%[12.5 µM]
CCN(Cc1ccncc1)C(=O)C(C)C | -11.0%
CCN(CC)c1cc(CCC(=O)NCc2ccccc2OC)ccn1 | 73.9%[activator]
CNC(C)c1ccncc1 (stereo not given) | u
O=C(O)CCn1ncc2cc(OC3CCN(C(=O)OC4CCCC4)CC3)ccc21 | u
O=C(CSc1nc(NC2CC2)c2ccccc2n1)NC1CCCC1 | -0.9%
COc1ccccc1CNc1cc(-c2ccccc2CN(C)C)ncn1 | 1.7%
CCn1nc(C(=O)Nc2nc(-c3ccc(OC)c(OC)c3)cs2)c2ccccc2c1=O | -15.8%
CCSc1ncc(Cl)c(C(=O)Nc2ccc(S(=O)(=O)N3CCCCC3C)cc2)n1 (stereo not given) | 16.7%
Cc1ccsc1C(=O)N1CC(Oc2cccc(-c3nc(-c4ccccc4)no3)c2)C1 | 1.5%
O=C(NC1CCc2nnc(C3CC3)n2CC1)c1cccs1 (stereo not given) | 61.9%[activator]
COCCNC(=O)NC(=O)CSc1nc(-c2ccccc2)c(-c2ccccc2)o1 | 6.5%

More structures follow:
Molecule | 12-LOX inh
COc1ccc(C(=O)N2CCC3(CC2)CN(c2ccccc2)C3)cc1 | -4.4%[57.4 µM]
O=S(=O)(NC(c1ccccc1)c1ccccc1)c1cccs1 | u
S=C(NCc1ccccc1)Nc1ccc(Br)cc1 | u
CS(=O)(=O)N1CCCN(Cc2ccccc2C#N)CCNC(=O)CC1c1ccccc1 (stereo not given) | 40.8%[activator]
Cc1cc(C(=O)N2CCC3(CC2)CC(c2ccccc2)C(=O)N(C)C3)n[nH]1 (stereo not given) | -4.7%
Cc1nn(CC(=O)N2CCC(C)CC2)c(C)c1S(=O)(=O)NC(C)(C)C | 6.4%
COc1cccc(O)c1CN1CCCC12Cc1ccccc1CNC2=O (stereo not given) | -1.7%[6.33 µM]
COCCC(=O)N1CCCCCCN(C)C(=O)[C@@H]2CCC[C@@H]21 | 43.0%[activator]
Cc1nc(C(=O)N2CC[C@H](n3nnc(C(N)=O)c3C(N)=O)C[C@H]2C(=O)N[C@@H](Cc2cccs2)C(N)=O)cs1 | 56.9%[activator]
O=C(CNC(=O)c1cnccn1)NC1CCCc2c1[nH]c1ccccc21 (stereo not given) | u
Cc1cn2cc(C(=O)N(C)CCC(O)c3ccccc3)ccc2n1 (stereo not given) | 0.5%
O=C(COc1ccc2ccccc2c1)Nc1nc2n(n1)C(c1ccc(Cl)cc1)CC(=O)N2 (stereo not given) | -2.5%

Further compounds
Molecule | 12-LOX inh
Cc1ccc(CCNC(=O)c2nnn3cc(C)[nH]c(=O)c23)cc1 | -17.2%
COc1ccc(NC(=O)N2CCc3nc(-c4cccc(F)c4)[nH]c3C2)cc1 | 49.2%[activator]
Cc1ccc(OCc2occc2C(=O)N2CCC3(CC2)CNC(=O)C3)cc1 | 13.9%
Cc1ccc(CN(C(=O)c2cc(=O)c3ccccc3o2)C2CCS(=O)(=O)C2)cc1 (stereo not given) | 19.4%
CCC(=O)N(C1CCOCC1)C1CCN(S(=O)(=O)c2c(C)nn(C)c2C)CC1 | 24.0%
O=C(NCc1ccc(F)cc1)c1ccc(Nc2ncc(-c3cccc(F)c3)cn2)cc1 | u
COC[C@@H]1CN(C(=O)c2ccnc(C)c2)C[C@H]1C(N)=O | -2.9%
CCCS(=O)(=O)c1nc(S(=O)(=O)c2ccc(C)cc2)c(NCC)s1 | u
Cc1ccc(CNC(=O)CN2CCN(c3nccs3)CC2)cc1F | -0.4%
O=C(CN1CCN(CC(=O)Nc2ccc(F)cc2)CC1)NCCc1c[nH]c2ccccc12 | u
COc1ccc(-c2nnc3sc(-c4ccccc4C)nn23)cc1OC | 41.8%[activator]
Cc1nn(-c2ccc(C(F)(F)F)cc2)c(C)c1[C@@H]1C=C[C@@H](NC(=O)NC(C)C)C1 | 11.2µM*

(listing goes on)
Molecule | 12-LOX inh
O=Cc1ccc(OCc2ccccc2)cc1 | -10.9%
COC(=O)c1ccc(CN2C(=O)[C@@H]3C[C@@H](O)CN3C3(CN(Cc4cccc(F)c4)C3)C2=O)cc1 | 3.4%
O=c1cc(N2CCOCC2)oc2c(Nc3ccccc3)nccc12 | 7.1%[176 µM]
Cc1cccc(/C=C(/C(=O)NC2CC2)c2cccs2)c1 | u
COc1cc(=O)n2c(c1C(=O)Nc1cccc(F)c1C)CCCC2 | -5.1%
O=C(NCCc1ccc(Cl)cc1)C1CCc2nnc(C3CCN(C(=O)c4cccnc4)CC3)n21 (stereo not given) | -0.9%[6.33 µM]
O=C(O)CCCNS(=O)(=O)c1ccc(Cl)cc1 | -9.3%
COc1ccc(-n2c(CNC(=O)c3ccc(OC)cc3OC)nnc2SC)cc1 | 1.0%
CCOc1ccccc1NC(=O)N1CC[C@@H](c2ccc3c(c2)OCO3)[C@H](O)C1 | 1.4%
COCCn1cnnc1CCNC(=O)c1oc2cc(OC)ccc2c1C | 28.9%
CC(C)S(=O)(=O)N1CC(N(C)Cc2cccnc2)C1 | 3.2%
CCCCCCn1c(N(C)C)nc2c1c(=O)[nH]c(=O)n2C | 14.7%

(listing goes on)
Molecule | 12-LOX inh
O=C(Cn1cc(Br)c(=O)[nH]c1=O)N1CCSCC1 | 2.2%
c1ccc(-c2cc3ccccn3c2)cc1 | u
CCC(CC)N(CC)C(=O)CC1C(=O)NCCN1Cc1ccc(C)o1 (stereo not given) | 26.3%
Cc1ccc(CNC(=O)N2C[C@@H](Oc3cccnc3)C[C@H]2C(=O)N2CCOCC2)cc1 | 56.0%[activator]
Cc1cn2nc(C(=O)NCc3ccccc3Cl)cc2c(N2CCSCC2)n1 | 14.7%
O=C(Nc1ccccc1)C1CCN(S(=O)(=O)c2ccc3c(c2)CCC3)CC1 | 2.5%
CN(C)c1ncccc1CNC(=O)C1CCCN(S(C)(=O)=O)C1 (stereo not given) | 11.8%
Cc1oc2ccn(Cc3ccccc3F)c(=O)c2c1C(=O)NCc1cccc(Cl)c1 | -1.8%
COc1ccc(Nc2nc(N3CCN(c4ccccc4)CC3)c3nccnc3n2)cc1 | 36.1%
CC1CCC(N(C)C(=O)c2nn(-c3ccccc3)c(=O)c3ccccc23)CC1 (stereo not given) | 49.7%
CCOc1ccc2c(n1)CCN(C(=O)c1cc(C)nn1C)C2 | 22.8%
COc1cccc(NC(=O)Nc2c(N3CCCC3)c3ccccc3oc2=O)c1 | -51.9%

Later entries.
Molecule | 12-LOX inh
COC[C@@H]1CN(C(=O)Cc2cc(C)no2)C[C@H]1c1ccncc1 | 39.3%[activator]
CCCN(C)C(=O)CC1COc2ccc(C(=O)NCCOC)cc2N1C (stereo not given) | 33.7%
CCCN(CC)c1ccc(/C=N/NC(=S)Nc2ccc(C)cc2)cc1 | u
CCCCN1C=C(OC(=O)c2ccc(OC)cc2)c2ccccc2S1(=O)=O | u
Fc1ccc(CN2CCC3(CC(c4cccc(C(F)(F)F)c4)=NO3)C2)cc1 (stereo not given) | u
CCOC(=O)c1c(C)c(C(=O)Nc2ccc(Br)cc2C)c(C)n1C | -29.7%
CC1CCCC(NC(=O)CSCc2cccs2)C1 (stereo not given) | -6.4%
CC12CC3CC(C)(C1)CC(NC(=O)c1cccc4c(Br)cccc14)(C3)C2 | -0.3%
COc1ccc(C(=O)N2CCCC3(C2)C(=NC2CCCC2)NC(=O)N3c2cccnc2)cc1 (stereo not given) | 3.8%[6.33 µM]
O=C(COC(=O)c1c[nH]c2ccccc12)Nc1cccc2ccccc12 | 5.4%
O=C1CCC(NC(=O)Cc2ccccc2)C(=O)N1 (stereo not given) | -3.3%
CC(=O)c1ccc(OCc2cccc3ccccc23)cc1 | -9.2%

Next section:
Molecule | 12-LOX inh
Cc1nc2cnc(Oc3cccc(Cl)c3)nc2n(CCC#N)c1=O | 0.0%
Cc1cn2nc(C(=O)N3CCN(c4cccc(Cl)c4)CC3)cc2c(N2CCCC2)n1 | 21.0%
CCc1[nH]c2ccc(CNC(=O)[C@H]3[C@@H]4C=C[C@@]5(CN(C)C(=O)[C@@H]35)O4)cc2c1C | -11.1%
Cc1nc2ccc(C(=O)N3CCC(Cn4cc(CO)nn4)CC3)cc2nc1C | 12.6%
COCc1cccc(C(=O)NCc2ccc(C(=O)O)cc2)c1 | -19.3%
CN1C[C@@H](NS(=O)(=O)c2ccc(C#N)cc2)C[C@H]1c1nc(-c2ccncc2)no1 | -9.1%[176 µM]
Cc1ccc2cc(CN3C[C@@H](CO)[C@H](c4nc(C)no4)C3)c(=O)[nH]c2c1 | 16.5%
C=CCNC(=S)NNC(=O)Cc1ccccc1 | 26.6%
COCCCNC(=O)N1CCCCC1c1nc(CCOc2cccc(C)c2)no1 (stereo not given) | 41.2%
CN1C(=O)COC[C@@H]1[C@H](O)c1ccc(NC(=O)CC(C)(C)C)cc1 | 3.3%[176 µM]
COCC1CN(Cc2sccc2C)CC12CCNCC2 (stereo not given) | 27.8%
CN(C)C(=O)c1ccc(-c2nc(NC3CCNCC3)c3ccccc3n2)cc1 | u

Carrying on:
Molecule | 12-LOX inh
CCc1nnsc1C(=O)NC(C)c1cnn(-c2ccccc2C)c1C (stereo not given) | u
COc1ccc(-c2ccc3nnc(CNC(=O)Cc4cccc(OC)c4)n3n2)cc1 | 16.3%
CC(C)C[C@H](NC(=O)CCn1ccc2ccc(F)cc21)C(=O)O | -26.4%
CCN(C(=O)c1cccs1)c1nc(-c2ccc(C)cc2)cs1 | 5.5%
COc1ccccc1N1CCN(C(=O)CCc2conc2-c2ccc(C)cc2)CC1 | 12.0%
C[C@@H]1C(=O)O[C@H]2[C@H]1CC[C@@]1(C)Cc3sc(NC(=O)c4ccncc4)nc3[C@@H](C)[C@H]21 | 33.0%[activator][176 µM]
O=C1NCCCCCN(C(=O)C2CC2)[C@H]2CCCC[C@@H]12 | -0.5%
CCOC(=O)c1nn(Cc2ccccc2)c2c1CN(C(=O)CC1C(=O)Nc3ccc(OC)cc31)CC2 (stereo not given) | 76.2%[activator]
Cc1ccc(S(=O)(=O)NCCc2nnc3ccc(SCc4cc(C)ccc4C)nn23)cc1 | 20.4%
CCn1nc(CC(C)C)cc1C(=O)NC1CCCN(c2ncccn2)C1 (stereo not given) | 55.2%[activator]
CN(C)c1ccc(NC(=O)c2cccc3ccccc23)cc1 | u
N#Cc1cccc(CN2CCOC[C@H]2c2ncc(-c3ccc(F)cc3)[nH]2)c1 | 33.3%[176 µM]
Cc1cnn(C2(C(=O)O)CCN(C(=O)c3cnn4cccnc34)CC2)c1 | u
NC(=O)C1CCN([C@H]2[C@@H]3OC[C@@H](O3)[C@@H](NCc3ccc(F)cc3)[C@@H]2O)CC1 | 21.7%[176 µM]

Two successive compounds from above, for reference:
Molecule | 12-LOX inh
Cc1cnn(C2(C(=O)O)CCN(C(=O)c3cnn4cccnc34)CC2)c1 | u
NC(=O)C1CCN([C@H]2[C@@H]3OC[C@@H](O3)[C@@H](NCc3ccc(F)cc3)[C@@H]2O)CC1 | 21.7%[176 µM]
